Kir21 inh: inhibitors of mouse Kir2.1 inward-rectifier potassium channel; HEK293-Kir2.1, FluxOR thallium flux fluorescence; hits give low values; AID 1672, 2009; actives 0.85% (n = 310,000); Inward rectifier potassium channel 2 (Mus musculus), P35561; B-score at 10 µM;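 active = fluorescence ratio B-score at or below minus 3 SD of library scores, with starting-brightness B-score within 2 SD, cut at about -4.2 in these data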;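 also: channel flux triggered by added potassium and thallium sulfate stimulus; B-score of peak minus minimum fluorescence over baseline after thallium stimulus; more negative B-score means stronger Kir2.1 block with less thallium influx; some compounds called inactive have numbers as strong as hits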
KCNQ2 block: KCNQ2 potassium channel inhibitors, primary screen, cell-based, CHO-K1, FluxOR thallium flux, B-score (AID 2156). B-score at 10 µM. actives 1.1% (n = 310,000). 20 min; hits give low values. Potassium voltage-gated channel subfamily KQT member 2 (Rattus norvegicus), O88943;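 active = fluorescence ratio B-score at most minus 3 library SDs, with starting brightness B-score within 2 library SDs, cut at about -5.5 in these data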
Target sequence (O88943 whole entry, looked up): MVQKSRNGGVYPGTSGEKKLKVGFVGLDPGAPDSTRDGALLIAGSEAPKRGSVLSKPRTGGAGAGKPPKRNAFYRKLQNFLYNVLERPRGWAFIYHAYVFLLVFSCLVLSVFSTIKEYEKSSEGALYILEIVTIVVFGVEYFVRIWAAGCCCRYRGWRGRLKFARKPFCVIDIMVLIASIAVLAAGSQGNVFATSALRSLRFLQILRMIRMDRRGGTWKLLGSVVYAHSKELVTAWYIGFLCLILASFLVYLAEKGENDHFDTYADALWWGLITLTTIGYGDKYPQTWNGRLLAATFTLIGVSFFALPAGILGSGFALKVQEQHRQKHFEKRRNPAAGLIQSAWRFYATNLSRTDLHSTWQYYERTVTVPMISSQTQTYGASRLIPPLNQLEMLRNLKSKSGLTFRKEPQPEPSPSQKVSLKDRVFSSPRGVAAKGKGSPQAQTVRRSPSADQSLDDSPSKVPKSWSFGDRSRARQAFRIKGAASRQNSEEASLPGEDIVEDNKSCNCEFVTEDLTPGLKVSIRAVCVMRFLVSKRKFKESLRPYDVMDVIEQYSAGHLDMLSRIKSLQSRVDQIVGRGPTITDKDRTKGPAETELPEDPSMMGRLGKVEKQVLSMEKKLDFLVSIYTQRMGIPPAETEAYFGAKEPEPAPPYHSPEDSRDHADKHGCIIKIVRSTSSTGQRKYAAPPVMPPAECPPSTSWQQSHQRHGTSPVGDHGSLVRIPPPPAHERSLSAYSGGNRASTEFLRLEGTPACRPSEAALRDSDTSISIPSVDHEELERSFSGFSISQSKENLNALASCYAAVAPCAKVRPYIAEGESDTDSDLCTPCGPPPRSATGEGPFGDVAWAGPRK
* = called active by the depositor. This is a random part of the collection; any-hit rate near 1.8%.

How did CCN(Cc1ccccc1)S(=O)(=O)c1ccc(C(=O)N(CCCN(C)C)c2nc3ccc(F)cc3s2)cc1 do in these assays?
Kir21 inh: -0.53; KCNQ2 block: inactive

How did Cc1cccc(NC(=S)N(CCCN2CCCC2)Cc2cccn2Cc2ccc(Cl)cc2)c1 do in these assays?
Kir21 inh: -5.3*; KCNQ2 block: inactive

What do the screens show for `CCN1C(=S)SC(=O)C1=C1C=C(C)N(CCO)C(C)=C1`?
Kir21 inh: 0.04; KCNQ2 block: inactive

What do the screens show for `NC(=O)CC(NC(=O)Cc1cccc2ccccc12)c1ccc(NCC2CC2)c([N+](=O)[O-])c1` (stereo not given)?
Kir21 inh: 0.4; KCNQ2 block: inactive

How did O=C(CCCOc1ccc(Cl)cc1Cl)Nc1ccccc1C(=O)O do in these assays?
Kir21 inh: 0.37; KCNQ2 block: inactive

How did CCOCCCNC(=O)c1c[nH]c2c(CC)cccc2c1=O do in these assays?
Kir21 inh: -1.1; KCNQ2 block: inactive

How did C/C(=N\NC(=O)C(N)=O)c1ccc(OC(F)F)cc1 do in these assays?
Kir21 inh: 0.36; KCNQ2 block: inactive

How did CCN(CC)S(=O)(=O)c1ccc(NC(=O)COC(=O)c2cnc(C)cn2)cc1 do in these assays?
Kir21 inh: 0.68; KCNQ2 block: inactive

Results for CC(=O)N1N=C(c2ccc(Cl)cc2)OC1(C)C ?
Kir21 inh: -0.04; KCNQ2 block: inactive

How did O=S1(=O)CCOC[C@H](CC2CCCCC2)N1Cc1ccc(Cl)cc1 do in these assays?
Kir21 inh: -0.15; KCNQ2 block: inactive

Results for Cc1nn(Cc2ccc(Cl)c(Cl)c2)c(C)c1NC(=O)c1cc(CC(C)C)on1 ?
Kir21 inh: 0.46; KCNQ2 block: inactive

Results for c1ccc(Cc2nnc3sc(-c4cccnc4)nn23)cc1 ?
Kir21 inh: 0.01; KCNQ2 block: inactive

Sorted by heavy-atom count (ascending): some entries from above.
How did CCOCCCNC(=O)c1c[nH]c2c(CC)cccc2c1=O do in these assays?
Kir21 inh: -1.1; KCNQ2 block: inactive

Results for Cc1nn(Cc2ccc(Cl)c(Cl)c2)c(C)c1NC(=O)c1cc(CC(C)C)on1 ?
Kir21 inh: 0.46; KCNQ2 block: inactive

How did Cc1cccc(NC(=S)N(CCCN2CCCC2)Cc2cccn2Cc2ccc(Cl)cc2)c1 do in these assays?
Kir21 inh: -5.3*; KCNQ2 block: inactive

Additional records follow.
How did Cc1nc2c(cnn2-c2ccccc2)c(=O)n1/N=C/c1ccccc1 do in these assays?
Kir21 inh: 0.7; KCNQ2 block: inactive

How did O=C(Nc1ccc(Cl)cc1)Nc1ccc2c(c1)OCO2 do in these assays?
Kir21 inh: -0.25; KCNQ2 block: inactive

What do the screens show for `O=c1c2ccccc2n(Cc2ccccc2F)c(=O)n1Cc1ccccc1F`?
Kir21 inh: 1.1; KCNQ2 block: inactive

How did Cc1nnc(SCc2cc(=O)oc3ccc4ccccc4c23)n1Cc1ccccc1 do in these assays?
Kir21 inh: -0.74; KCNQ2 block: inactive

Results for COc1ccc(C(=O)Nc2ccc3c(c2)nc2n3CCSC2)cc1 ?
Kir21 inh: 0.5; KCNQ2 block: inactive

Results for COCCn1c(SCC(=O)Nc2cc(C)on2)nc2c(c1=O)SC(C)C2 (stereo not given) ?
Kir21 inh: 0.76; KCNQ2 block: inactive

Results for Cn1c(CO)cnc1S(=O)(=O)Cc1ccc([N+](=O)[O-])cc1 ?
Kir21 inh: 0.84; KCNQ2 block: inactive

How did Cc1cc(C)n(C(=O)Cn2nc(C)c(Cl)c2C)n1 do in these assays?
Kir21 inh: 0.66; KCNQ2 block: inactive

What do the screens show for `COc1ccc(NC(=O)CSCC(=O)NCCc2ccccn2)cc1`?
Kir21 inh: -0.58; KCNQ2 block: inactive

Results for COc1cc(C(=O)Nc2nc3ccccc3[nH]2)cc(OC)c1OC ?
Kir21 inh: 0.05; KCNQ2 block: inactive

What do the screens show for `O=C(O)Cc1sc(NCc2ccco2)nc1-c1ccccc1`?
Kir21 inh: 0.01; KCNQ2 block: inactive

Results for CCOC(=O)C1CCCN(C(=O)COc2ccccc2F)C1 (stereo not given) ?
Kir21 inh: 0.96; KCNQ2 block: inactive

Results for O=C(NCC#CCOCc1ccccc1)c1ccccc1 ?
Kir21 inh: -1.5; KCNQ2 block: inactive

What do the screens show for `NNc1nc(-c2ccccc2)cs1`?
Kir21 inh: 0.34; KCNQ2 block: inactive

Results for Cc1cccnc1CCNC(=O)CCc1nnc(-c2ccccc2)o1 ?
Kir21 inh: -3; KCNQ2 block: inactive

How did CCN1C/C(=C/c2cccs2)c2nc3ccccc3c(C(=O)O)c2C1 do in these assays?
Kir21 inh: -1.1; KCNQ2 block: inactive

What do the screens show for `O=C1C2C3C=CC(C2C(=O)N1C1CCCCC1)C1C2C(=O)N(C4CCCCC4)C(=O)C2C31` (stereo not given)?
Kir21 inh: -1.2; KCNQ2 block: inactive

What do the screens show for `CCn1c(SCC(N)=O)nnc1-c1ccc2c(c1)OCO2`?
Kir21 inh: 0.01; KCNQ2 block: inactive

How did Cc1ccc(NC(=S)N/C(=N/S(=O)(=O)c2ccccc2)c2ccccc2)cc1 do in these assays?
Kir21 inh: 0.47; KCNQ2 block: inactive

What do the screens show for `CC(C)c1ccc(C(O)Cc2nc3ccccc3n2C)cc1` (stereo not given)?
Kir21 inh: -0.17; KCNQ2 block: inactive

Results for Cc1ccccc1CS(=O)(=O)c1ccc(C(=O)N2CCOCC2)cc1[N+](=O)[O-] ?
Kir21 inh: 1.2; KCNQ2 block: inactive

Results for COC(=O)c1ccc(/C=N/NC(=O)c2ccc3nc[nH]c3c2)cc1 ?
Kir21 inh: 1; KCNQ2 block: inactive

Results for CC1=C(C(=O)Nc2ccccc2)C(c2ccccc2[N+](=O)[O-])NC(=O)N1 (stereo not given) ?
Kir21 inh: 2.3; KCNQ2 block: inactive

Results for Cc1ccc(OCC(=O)NS(=O)(=O)c2ccc(Cl)cc2)cc1 ?
Kir21 inh: -0.49; KCNQ2 block: inactive

Brought forward from above: three compounds; new compounds follow.
Results for COC(=O)c1ccc(/C=N/NC(=O)c2ccc3nc[nH]c3c2)cc1 ?
Kir21 inh: 1; KCNQ2 block: inactive

Results for CC1=C(C(=O)Nc2ccccc2)C(c2ccccc2[N+](=O)[O-])NC(=O)N1 (stereo not given) ?
Kir21 inh: 2.3; KCNQ2 block: inactive

Results for Cc1ccc(OCC(=O)NS(=O)(=O)c2ccc(Cl)cc2)cc1 ?
Kir21 inh: -0.49; KCNQ2 block: inactive

What do the screens show for `COCCOC(=O)c1c(C)oc2ccc(O)c(CN3CCC(C)CC3)c12`?
Kir21 inh: -1.6; KCNQ2 block: inactive

How did CC(C)NC(=O)C1CCN(C2CCN(C(=O)c3cc4c(s3)CCCCC4)CC2)CC1 do in these assays?
Kir21 inh: -0.72; KCNQ2 block: inactive

How did O=C(N/N=C/c1coc2ccccc2c1=O)c1ccc(Cl)cc1 do in these assays?
Kir21 inh: 0.3; KCNQ2 block: inactive

What do the screens show for `COc1ccc(CCNC(=O)c2nnn(-c3cccc(C)c3)c2N)cc1OC`?
Kir21 inh: -0.6; KCNQ2 block: inactive

What do the screens show for `Cc1c(NC(=O)Nc2ccccc2C(F)(F)F)c(=O)n(-c2ccccc2)n1C`?
Kir21 inh: -1.4; KCNQ2 block: inactive

What do the screens show for `COc1ccccc1S(=O)(=O)CC(O)COc1ccc(C#N)cc1` (stereo not given)?
Kir21 inh: 1.5; KCNQ2 block: inactive

Results for CCOC(=O)N1CCC(Nc2c(NCCN3CCN(c4ccccc4F)CC3)c(=O)c2=O)CC1 ?
Kir21 inh: 0.63; KCNQ2 block: inactive

What do the screens show for `CCN1C(=O)c2cccc3c(S(=O)(=O)Nc4ccc(O)c(C(=O)O)c4)ccc1c23`?
Kir21 inh: -2.1; KCNQ2 block: inactive

Results for O=C(CSc1ccc(-c2ccccc2)nn1)N1CCN(c2ccccc2)CC1 ?
Kir21 inh: -0.84; KCNQ2 block: inactive

Results for CC(=O)c1cccc(NC(=O)C2CC(c3ccc(F)cc3)=NO2)c1 (stereo not given) ?
Kir21 inh: -0.17; KCNQ2 block: inactive

How did CC(C)(C)OC(=O)NCCc1nnc(S(=O)(=O)Cc2ccc(Cl)cc2Cl)o1 do in these assays?
Kir21 inh: 0.26; KCNQ2 block: inactive

How did N#C/C(=C\c1ccc(-c2ccccc2)o1)C(=O)Nn1cnnc1 do in these assays?
Kir21 inh: 2; KCNQ2 block: inactive

Results for Cc1ccc2cc(CN(CCN(C)C)C(=O)Nc3ccc(Cl)cc3)c(=O)[nH]c2c1 ?
Kir21 inh: 0.29; KCNQ2 block: inactive

What do the screens show for `S=C1NC[C@H](CC2CCCCC2)N1CCCCC1CCCCC1`?
Kir21 inh: 0.6; KCNQ2 block: inactive

What do the screens show for `Fc1c(F)c(F)c(NC2=NCCCCC2)c(F)c1F`?
Kir21 inh: -0.87; KCNQ2 block: inactive

How did Cc1ccccc1NC(=O)/C(C#N)=C/c1ccccc1C(F)(F)F do in these assays?
Kir21 inh: 1.9; KCNQ2 block: inactive

How did COc1ccccc1CN1CC(C(=O)NCc2ccc(N3CCCC3=O)cc2)CCC1=O (stereo not given) do in these assays?
Kir21 inh: 0.13; KCNQ2 block: inactive

What do the screens show for `Cc1ccc(C(=O)NCCc2nnc3ccc(N4CCCC4)nn23)cc1`?
Kir21 inh: 0.61; KCNQ2 block: inactive

How did C=CCNC(=S)N/N=C(\C)c1cc(OC)c(OC)c(OC)c1 do in these assays?
Kir21 inh: 1.7; KCNQ2 block: inactive

What do the screens show for `CCOC(=O)COc1ccc(/C=C2/SC(=Nc3ccccc3)N(Cc3cccnc3)C2=O)cc1OC`?
Kir21 inh: 1.3; KCNQ2 block: inactive

What do the screens show for `Cc1nc(NC(=O)CN2CCN(c3cccc(Cl)c3)CC2)sc1C(=O)N(C)C`?
Kir21 inh: 0.17; KCNQ2 block: inactive

Results for O=S(=O)(CC(CN1CCCCC1)N1CCCCC1)c1ccc2ccccc2c1 (stereo not given) ?
Kir21 inh: 0.43; KCNQ2 block: inactive

Results for CCn1c(=O)cc(O)c2c(=O)n(C)c(=O)n(C)c21 ?
Kir21 inh: -0.74; KCNQ2 block: inactive

What do the screens show for `COc1cccc(CNS(=O)(=O)c2cc3c(cc2C)NC(=O)CO3)c1`?
Kir21 inh: -0.81; KCNQ2 block: inactive

Compounds shown so far with a furan ring, fused or not:
What do the screens show for `O=C(O)Cc1sc(NCc2ccco2)nc1-c1ccccc1`?
Kir21 inh: 0.01; KCNQ2 block: inactive

What do the screens show for `COCCOC(=O)c1c(C)oc2ccc(O)c(CN3CCC(C)CC3)c12`?
Kir21 inh: -1.6; KCNQ2 block: inactive

How did N#C/C(=C\c1ccc(-c2ccccc2)o1)C(=O)Nn1cnnc1 do in these assays?
Kir21 inh: 2; KCNQ2 block: inactive

Next part
Results for Cc1ccc(S(=O)(=O)CC(=O)Nc2ccc3nc(C)sc3c2)cc1 ?
Kir21 inh: 0.65; KCNQ2 block: inactive

What do the screens show for `COc1cc(/C=N/NC(=O)CNC(=O)c2ccc3c(c2)OCCO3)ccc1O`?
Kir21 inh: 1.2; KCNQ2 block: inactive

What do the screens show for `Cc1nnc(Nc2ccc(O)cc2)[nH]c1=O`?
Kir21 inh: -0.53; KCNQ2 block: inactive

How did Fc1ccc(NC(=S)N2CCN(c3ncccn3)CC2)cc1 do in these assays?
Kir21 inh: 0.58; KCNQ2 block: inactive

What do the screens show for `O=C(CSc1nnc(-c2ccc(Br)cc2)n1C1CCCCC1)N1CCCC1`?
Kir21 inh: -0.95; KCNQ2 block: inactive

What do the screens show for `Cc1nc(C)c(Oc2cccc(C(F)(F)F)c2)c(=O)[nH]1`?
Kir21 inh: 0.03; KCNQ2 block: inactive

What do the screens show for `O=C(Nc1ccccc1)/C(=C/c1ccccc1)c1ccccc1`?
Kir21 inh: 0.63; KCNQ2 block: inactive

Results for O=C(Nc1cc(=O)[nH]c(=O)[nH]1)c1cccc(Br)c1 ?
Kir21 inh: -2.1; KCNQ2 block: inactive

How did O=C(CSc1ccc(Cl)cc1)N1N=CCC1c1ccccc1 (stereo not given) do in these assays?
Kir21 inh: -6.1*; KCNQ2 block: inactive

Results for COc1ccc(/C=C/C(=O)OCCCN(C)C)cc1 ?
Kir21 inh: -0.82; KCNQ2 block: inactive

Results for Cc1cccc(OCC(=O)N2CCN(S(C)(=O)=O)CC2)c1 ?
Kir21 inh: 0.01; KCNQ2 block: inactive

Results for O=[N+]([O-])c1ccc(C2OCCO2)cc1CS(=O)(=O)c1ccccc1 ?
Kir21 inh: 0.7; KCNQ2 block: inactive

How did CC(C)[C@H](NC(=O)c1ccc(Cl)c([N+](=O)[O-])c1)C(=O)NCc1ccc(F)cc1 do in these assays?
Kir21 inh: 1.3; KCNQ2 block: inactive

Results for Cn1c(=O)n(C)c2cc(NC(=O)c3ccc(F)cc3)ccc21 ?
Kir21 inh: 0.1; KCNQ2 block: inactive

How did FC(F)(F)c1ccc(Oc2ccc3ccccc3c2Br)nc1 do in these assays?
Kir21 inh: -0.71; KCNQ2 block: inactive

Results for O=C(Nc1ccc(S(=O)(=O)N2CCN(Cc3ccccc3)CC2)cc1)c1cnccn1 ?
Kir21 inh: 0.89; KCNQ2 block: inactive

What do the screens show for `O=C(Nc1ncccn1)c1cc(-c2ccc(F)cc2)nc2ccccc12`?
Kir21 inh: 1.6; KCNQ2 block: inactive

What do the screens show for `COc1ccc(Br)cc1C(=O)NC(=S)Nc1ccc(CN2CCOCC2)cc1`?
Kir21 inh: -0.09; KCNQ2 block: inactive

How did CC12CCC(=O)N1C(C(=O)Nc1ccc(Br)cc1Cl)CS2 (stereo not given) do in these assays?
Kir21 inh: 1.8; KCNQ2 block: inactive

Results for COc1ccc(N(CC(=O)NCc2ccc(C)cc2)S(=O)(=O)c2c(C)nn(C)c2C)cc1 ?
Kir21 inh: 0.26; KCNQ2 block: inactive

Screens (PubChem BioAssay)
